# NPC1 prom act: qHTS Assay for NPC1 Promoter Activators. actives 2.4% (n = 320,000). AID 485313, 2010. Huh7 NPC1 promoter luciferase reporter, 24 h. Potency, µM (top dose mostly 9.22 µM), for inactives: top-dose activation, usual class: activators;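 note: potency is the fitted concentration of half-maximal effect; % of control where 0% means no effect; nearly all actives have a fitted effect of over 60% in size; reporter is driven by a mutant NPC1 promoter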
#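 Luminescence read-out of NPC1 promoter-driven luciferase in stably transfected Huh7 cells; compounds delivered in DMSO and left 24 h at 37C, 5% CO2, qHTS titration format.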
# FLuc modulator: qHTS profiling assay for firefly luciferase inhibitor/activator using purifed enzyme and Km concentrations of substrates (counterscreen for miR-21 project); purified FLuc, Km substrates, luminescence inhibition; Luciferin 4-monooxygenase (Photinus pyralis), P08659; Potency, µM (highest dose often 57.5 µM), for inactives: at the highest dose activity change, negative = inhibition, most hits filed as inhibitors; actives 6.9% (n = 360,000);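 note: potency is the fitted concentration of half-maximal effect; plate controls were vehicle for no effect and reference inhibitor for full effect; nearly all actives have a fitted effect of over 55% in size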
#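 Biochemical qHTS of compounds, final roughly 60 µM downward over six points, against 10 nM purified firefly luciferase using Km concentrations of substrates (10 uM D-luciferin, 10 uM ATP) in Tris acetate pH 7.5 buffer; luminescence output.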
# Menin MLL FP TR: qHTS Assay for Inhibitors Targeting the Menin-MLL Interaction in MLL Related Leukemias: Competition With Texas Red Labeled MLL-derived Mutant Peptide. O00255. Menin + Texas Red MLL mutant peptide, fluorescence polarization. Potency, µM (titrated, usually from 61.6 µM), for inactives: top-dose FP activity change, negative = inhibition, usual class: inhibitors. actives 0.23% (n = 270,000). AID 1768, 2009; active = well fitted inhibition curve with a large enough effect in the polarisation, with a control signal flat, not every such curve was filed as active; inconclusive = small, poorly fitted or top-dose-only effect, or effect the other way, or a change in a side signal; inactive = no such curve, though single readings can be large or run the other way; the % refers to the polarisation; note: potency is the fitted concentration of half-maximal effect; % of control where 0% means no effect; many of its hits are not listed in these tables
# Target sequence (O00255 whole entry, looked up): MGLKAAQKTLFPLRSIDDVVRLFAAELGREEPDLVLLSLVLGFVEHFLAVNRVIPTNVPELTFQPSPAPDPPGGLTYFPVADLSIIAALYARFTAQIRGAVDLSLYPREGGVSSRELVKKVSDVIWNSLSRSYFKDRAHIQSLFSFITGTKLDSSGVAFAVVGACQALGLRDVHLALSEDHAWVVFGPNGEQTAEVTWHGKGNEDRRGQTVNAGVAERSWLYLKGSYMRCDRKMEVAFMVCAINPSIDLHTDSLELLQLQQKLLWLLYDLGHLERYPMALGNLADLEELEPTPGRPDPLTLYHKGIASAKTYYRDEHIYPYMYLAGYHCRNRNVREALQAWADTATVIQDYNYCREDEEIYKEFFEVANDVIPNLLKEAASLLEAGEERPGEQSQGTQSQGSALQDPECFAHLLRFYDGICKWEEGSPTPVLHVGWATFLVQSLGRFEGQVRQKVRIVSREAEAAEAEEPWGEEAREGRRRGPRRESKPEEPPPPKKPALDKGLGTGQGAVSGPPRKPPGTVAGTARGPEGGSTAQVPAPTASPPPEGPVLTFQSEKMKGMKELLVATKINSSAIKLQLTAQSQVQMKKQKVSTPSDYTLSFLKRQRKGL
# Giardia kill: Small Molecules that selectively kill Giardia lamblia: qHTS | Giardia lamblia trophozoite viability | activity change, % at 7.66 µM, hits read low | actives 0.15% (n = 340,000) | AID 540267, 2011; in the data active = activity change below about -80%; inconclusive = between about -30% and that limit;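 note: parasites exposed to compound for two days anaerobically before the ATP read; % is set by controls: 0 for no effect and ±100 for the full control effect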
#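 Killing of trophozoites was scored by loss of ATP luminescence after a 48 hrs anaerobic exposure to compounds at 37 deg C, using 100 cells per well.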
# PKM2 act: qHTS Assay for Activators of Human Muscle isoform 2 Pyruvate Kinase. Potency, µM (highest dose often 57.5 µM), without a hit: at the highest dose activation, hits mostly activators. Pyruvate kinase PKM (Homo sapiens), P14618. actives 0.34% (n = 260,000). purified PKM2, Kinase-Glo ATP luminescence, activation; response scale: 0% is enzyme alone, no compound; note: potency is the fitted concentration of half-maximal effect; % is set by controls: 0 for no effect and ±100 for the full control effect; nearly all actives have a fitted effect of over 55% in size
# Target sequence (P14618 whole entry, looked up, canonical isoform): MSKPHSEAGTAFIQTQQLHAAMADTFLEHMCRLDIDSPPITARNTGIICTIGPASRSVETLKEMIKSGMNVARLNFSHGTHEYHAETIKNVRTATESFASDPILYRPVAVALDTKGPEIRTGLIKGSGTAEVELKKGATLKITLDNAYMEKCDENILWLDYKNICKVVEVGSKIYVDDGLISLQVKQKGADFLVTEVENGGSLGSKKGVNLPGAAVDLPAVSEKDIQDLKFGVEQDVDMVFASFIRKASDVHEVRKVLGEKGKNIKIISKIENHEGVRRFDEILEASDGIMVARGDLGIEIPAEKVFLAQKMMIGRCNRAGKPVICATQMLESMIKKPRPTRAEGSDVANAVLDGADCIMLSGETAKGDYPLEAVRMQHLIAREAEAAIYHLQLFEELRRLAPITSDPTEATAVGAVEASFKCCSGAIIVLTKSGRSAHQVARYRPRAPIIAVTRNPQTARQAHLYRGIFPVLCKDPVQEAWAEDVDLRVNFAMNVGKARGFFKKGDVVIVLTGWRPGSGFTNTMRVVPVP
#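 hPK-M2, >95% pure; 0.1 mM ADP / 0.5 mM PEP final; imidazole pH7.2 buffer w/ 7 mM MgCl2, 50 mM KCl; 1 h RT; Kinase-Glo lum. Intermediate enzyme activity for dual inhibitor/activator qHTS.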
# BRCA1 expr act: qHTS Assay to Identify Small Molecule Activators of BRCA1 Expression; actives 1.1% (n = 380,000); MCF7-BRCA1-FFLuc reporter, luminescence, 48 h; response scale: scaled: vehicle 0%, 10 µM genistein 100%; Potency, µM (highest dose often 46.1 µM), for inactives: top-dose activation, usual class: activators; note: potency is the fitted concentration of half-maximal effect; nearly all actives have a fitted effect of over 80% in size; some results filed as inactive show a strong effect at the top dose
#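 Luminescence from a BRCA1-driven firefly luciferase in MCF7 cells was the read-out, taken 15 min after substrate addition following 48 h compound exposure at 37 °C. Data were normalized to a 10 microM genistein control and DMSO vehicle.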
# Rab9 promoter act: qHTS Assay for Rab9 Promoter Activators. Potency, µM (titrated, usually from 9.22 µM), without a hit: at the highest dose activation, negative = inhibition, actives largely listed as activators. actives 2.8% (n = 320,000). Huh7 Rab9 promoter-luciferase reporter, luminescence, 24 h; note: potency is the fitted concentration of half-maximal effect; % of control where 0% means no effect; nearly all actives have a fitted effect of over 60% in size
#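 Measured in stably transfected Huh7 cells bearing a Rab9 promoter–luciferase construct: 24 h compound treatment at 37 °C, followed by luminescence detection.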
# RORgamma inh: qHTS for inhibitors of ROR gamma transcriptional activity | Nuclear receptor ROR-gamma (Mus musculus), P51450 | Drosophila S2 Gal4-RORgamma UAS-luciferase reporter, 20 h | Potency, µM (series often up to 53.6 µM), without a hit: at the top dose activity change, negative = inhibition, usual class: inhibitors | actives 5.4% (n = 310,000); note: potency is the fitted concentration of half-maximal effect; % is set by controls: 0 for no effect and ±100 for the full control effect; nearly all actives have a fitted effect of over 60% in size
#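 Luminescence from a UAS-regulated Photinus luciferase reporter in stably transfected Drosophila Schneider cells is measured; decreased signal marks ROR gamma inhibition. Fusion expression is induced by 700 uM copper sulfate for 20 hr.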
# VP16 counter: VP16 counterscreen qHTS for inhibitors of ROR gamma transcriptional activity; AID 2546, 2010; Drosophila S2 Gal4-VP16 UAS-luciferase, luminescence, 20 h; actives 3.5% (n = 310,000); Potency, µM (titrated, usually from 53.6 µM), without a hit: at the top dose activity, negative = inhibition, actives largely listed as inhibitors;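 note: Gal4-VP16 expression switched on by copper sulfate through the metallothionein promoter; potency is the fitted concentration of half-maximal effect; % is set by controls: 0 for no effect and ±100 for the full control effect; nearly all actives have a fitted effect of over 50% in size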
# p53 reactivator: qHTS assay for re-activators of p53 using a Luc reporter | H1299 p53-A138V BP100-luciferase reporter, luminescence, 24 h | Potency, µM (top dose mostly 92.2 µM), inactives show at the top dose activity change, positive = activation, most hits filed as activators | actives 0.063% (n = 320,000) | AID 504706, 2011; note: potency is the fitted concentration of half-maximal effect; % of control where 0% means no effect; nearly all actives have a fitted effect of over 45% in size
#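 p53-null H1299 cells stably carrying temperature-sensitive p53-A138V and a BP100-luciferase reporter were pinned with compounds (4-point, 1:5 series) and held 24 hrs at 37 deg C. Luminescence was read 10 min after detection reagent.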
# ELG1 genotoxic: qHTS screen for small molecules that induce genotoxicity in human embryonic kidney (HEK293T) cells expressing luciferase-tagged ELG1. HEK293T ELG1-luciferase reporter, luminescence, 16 h. Potency, µM (titrated, usually from 46 µM), for inactives: at the highest dose activity change, positive = activation, most hits filed as activators. actives 1.3% (n = 330,000). AID 504466, 2011; note: potency is the fitted concentration of half-maximal effect; % of control where 0% means no effect; nearly all actives have a fitted effect of over 60% in size
#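 Cells (2,000/well) expressing the ELG1-luciferase fusion are dosed by pin tool and kept 16 hr at 37 °C, 5% CO2. Signal comes from ONE-Glo luciferase reagent after 30 min at room temperature.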
# * hit, by the source's call; ? = inconclusive; . = not tested or not shown; & = joins results of further samples; [ ] = remark or other dose. Unless noted, calls come from the whole dose curve; as a rule, active = well fitted curve in the direction sought with a large enough effect; inconclusive = small, poorly fitted or top-dose-only effect, or another doubt; inactive = no such curve, though single readings can be large; an effect the other way counts as inactive or inconclusive.
structure,NPC1 prom act,FLuc modulator,Menin MLL FP TR,Giardia kill,PKM2 act,BRCA1 expr act,Rab9 promoter act,RORgamma inh,VP16 counter,p53 reactivator,ELG1 genotoxic
CC1CCCN(C(=O)C2CCN(S(=O)(=O)c3cccc4nonc34)CC2)C1 (configuration not stated),-1%,-1%,-9%,-5,-11%,-18%,-4%,0%,15%,-1%,-4%
Nc1nc(SCc2ccc([N+](=O)[O-])cc2)nc2nc3c(cc12)CCCC3,-6%,5%,9%,-6,1%,-7%,-2%,-2%,-12%,-5%,7%
COC(=O)c1ccc(C2/C(=C(/O)c3ccc(OC)cc3)C(=O)C(=O)N2Cc2ccco2)cc1 (configuration not stated),-3%,?,?,-3,?,6%,-2%,24%,-5%,5%,-5%
O=C(O)Cn1c2ccccc2c2ccccc21,1%,-16%,2%,19,0%,-5%,-13%,-2%,-8%,0%,0%
Cc1ccc(C2(CC(=O)Nc3nccs3)CCOC(C(C)C)C2)cc1 (configuration not stated),-2%,-2%,8%,-26,-2%,-6%,-1%,-88%,?,4%,-7%
CC(=O)Nc1cccc(NC(=O)C(=O)Nc2ccc3c(c2)N(C(=O)C2CC2)CCC3)c1,28%,9.5µM*,.,-11,.,5%,?,.,.,16%,0%
COc1ccc(/C=C/C(=O)N2CCN(C)CC2)cc1OC,-2%,-14%,3%,-7,-4%,-7%,5%,?,2%,12%,-2%
CC(NC(=S)NC1CCCCC1)C(c1ccccc1)N1CCOCC1 (configuration not stated),1%,1%,?,32[activator],2%,-12%,-5%,5µM*,?,2%,-2%
CCOC(=O)C1(Cc2ccc(OC)cc2)CCN(C(=O)c2cc(C)nn2C)CC1,-12%,-7%,.,6,.,9%,-14%,42%,?,-3%,-4%
O=C(CNc1cccc(C(F)(F)F)c1)N/N=C/c1ccccc1C(=O)O,1%,3%,.,-23,0%,-26%,-2%,6%,-5%,0%,0%
Cc1ccc(NC(=O)NCCCN2CCCC2=O)cc1Cl,29%,-14%,10%,16,0%,0%,?,10%,22%,?,?
COc1ccc(CCNS(=O)(=O)c2ccc(F)cc2)cc1OC,-2%,-1%,3%,-3,12%,6%,2%,19%,-6%,-4%,0%
O=C(CSc1cccc[n+]1[O-])Nc1cccc(Oc2ccccc2)c1,2%,-14%,28%,-4,.,34%,17%,-2%,?,0%,0%
COc1ccc(NC(=O)C2CCCN(S(=O)(=O)c3cccnc3)C2)cc1 (configuration not stated),-2%,-1%,0%,1,0%,-20%,-4%,15%,-11%,4%,-3%
COC(=O)c1cc(OC)c(OC)cc1NC(=S)N1CCN(C)CC1,-2%,4%,-2%,-7,1%,8%,-24%,-19%,-11%,-3%,4%
CC1CC(C)CN(Cc2nc(N)nc(Nc3ccc4ccccc4c3)n2)C1 (configuration not stated),-8%,1%,4%,-12,3%,-44%,1%,-12%[0.365 µM],.,-26%,2%
CC(C)(C)OC(=O)N[C@H](/C=C/c1ccccc1)C(=O)OC(C)(C)C,1%,-7%,.,-18,.,-6%,1%,.,.,12%,-3%
O=C(NCCc1ccccc1Cl)c1ccc2nc3ccccc3c(=O)n2c1,9%,-9%,22%,17,.,45%,21%,0%,-8%,11%,1%
COc1ccccc1-n1c(Cc2cccs2)n[nH]c1=S,-2%,-17%,-18%,6,2%,30%,-1%,10µM*,-17%,-1%,8%
Cc1ccc(S(=O)(=O)NC(Cc2ccccc2)C(=O)O)cc1 (configuration not stated),-6%,-14%,-3%,-8,-6%,2%,3%,-1%,10%,1%,6%
COc1ccc(OC)c(CNC(=O)CCn2c(=O)c3cccn3c3ccc(F)cc32)c1,-5%,1%&-5%,-1%,-4,8%[0.46 µM],18%,0%,-7%,0%,-1%,1%
CC1(c2ccccc2)ON(c2ccccc2C(F)(F)F)C1=O (configuration not stated),-13%,-4%,.,.,.,.,-15%,.,.,2%,-4%
CCOC(=O)CCCn1nc(C)n2c(cc3sccc32)c1=O,-3%,8%,0%,2,26%,8%,-4%,-9%,16%,5%,0%
O=C1CCCc2c1cc(C(=O)Nc1ccc(Br)cn1)c(=O)n2-c1ccccc1,-5%,-3%,31%[activator],2,-40%,-41%,1%,-1%,-1%,-6%,3%
CC1(C)CC(=O)c2cn3ncnc3nc2C1,-6%,-1%,9%,-2,-4%,1%,0%,-6%,1%,-4%,3%

# Following part.
structure,NPC1 prom act,FLuc modulator,Menin MLL FP TR,Giardia kill,PKM2 act,BRCA1 expr act,Rab9 promoter act,RORgamma inh,VP16 counter,p53 reactivator,ELG1 genotoxic
COc1ccc(-c2nnc(NC(=O)CS(=O)(=O)c3ccc(F)cc3)o2)cc1,-3%,-5%,.,6,.,11%,-4%,.,.,11%,-6%
COc1ccc(C)cc1NC(=O)C(OC(=O)CNC(=O)c1ccc(Br)cc1)c1ccccc1 (configuration not stated),2%,3%,0%,-5,4%,-33%,-4%,3%,-5%,-7%,2%
CCc1ccc2oc(C(=O)N3CCN(c4ccc(OC)cc4)CC3)cc(=O)c2c1,4%,1%,?,5,.,-24%,-13%,0%,-2%,-5%,2%
CCCCn1c(N)c(N(CCOC)C(=O)c2ccc(Cl)c(S(=O)(=O)N3CCCC3)c2)c(=O)[nH]c1=O,-3%,-1%,.,8,3%,-2%,11%,-12%,3%,3%,5%
CCOc1ccc(C2CC(=O)n3nc(C45CC6CC(CC(C6)C4)C5)nc3S2)cc1OC (configuration not stated),0%,1%,11%,4,-9%,-11%,4%,-24%,-9%,-14%,-4%
O=C(O)CCCC(=O)Nc1ccc(OCc2nc3ccccc3s2)cc1,3%,17µM*,13%,-13,-4%,26%,18%,9%,18%,11%,?
Cc1ccc(C)c(-n2cc(CN3CCNC(=O)CC3)c(-c3ccccc3)n2)c1,1%,0%,0%,-5,0%,-27%,-5%,-11%,0%,-3%,1%
COC(=O)c1[nH]c2c(c1C)C(=O)CC(c1ccc(C)cc1)C2 (configuration not stated),.,9%,-13%,12,-1%,-22%,.,-18%,0%,.,.
O=C(CNC1CCCCC1)NN=C(c1ccccc1)c1ccccc1,-7%,1%,?,20,-2%,-9%,-6%,-8%,-12%[10 µM],-5%,-15%
O=C(O)COc1c(F)c(F)c(C(F)(F)F)c(F)c1F,13%,-4%,-1%,6,-4%,1%,-1%,-3%[10 µM],6%,-2%,0%
CN(CCc1ccccn1)Cc1ccc(Cl)c(Cl)c1,6%,4%,1%,-17,3%,19%,-8%,-8%,1%,.,-1%
O=C(c1ccccc1)c1ccc(-n2ccnc2)c([N+](=O)[O-])c1,-1%,6%,-12%,-23,1%,-26%,-2%,40%,-3%,-1%,-5%
CCN1CCN(c2sc(S(C)(=O)=O)nc2S(=O)(=O)c2ccc(Cl)cc2)CC1,-4%,2%,?,-13,.,-40%,2%,-12%,2%,29%,-8%
CCOc1ccc(C2NC(=O)C(C#N)=C(S)N2c2ccc(OC)cc2)cc1OC (configuration not stated),3%,21µM*,?,-19,-14%,2%,3%,20%,-13%,4%,1%
COc1ccc(F)cc1C(=O)C1CCCN(C(=O)c2ocnc2C)C1 (configuration not stated),1%,-2%,-1%,-1,2%,0%,-1%,10%,-1%,0%,0%
C/C(=N/N1CCN(Cc2ccccc2)CC1)c1ccc(Br)cc1,-6%,6%,-11%,-12,2%,-24%,2%,18%,13%,.,-6%
CCCCOC(=O)Nc1ccccc1C(=O)N1CCCC1,-1%,3%,-2%,8,1%,-5%,-7%,-7%,1%,4%,-1%
O=[N+]([O-])c1ccc(Cl)c(NC2=NCCCCC2)c1,-3%,0%,-7%,-15,-5%,-10%,-2%,2%,-1%,13%,0%

# Complete entries from above. Values in the order: NPC1 prom act	FLuc modulator	Menin MLL FP TR	Giardia kill	PKM2 act	BRCA1 expr act	Rab9 promoter act	RORgamma inh	VP16 counter	p53 reactivator	ELG1 genotoxic
# CCN1CCN(c2sc(S(C)(=O)=O)nc2S(=O)(=O)c2ccc(Cl)cc2)CC1 is listed as -4%	2%	?	-13	.	-40%	2%	-12%	2%	29%	-8%
# COC(=O)c1[nH]c2c(c1C)C(=O)CC(c1ccc(C)cc1)C2 (configuration not stated) is listed as .	9%	-13%	12	-1%	-22%	.	-18%	0%	.	.

# High-throughput results as filed in PubChem BioAssay.

# A portion of the library; count on the stated rates, not on these rows.
